Screening results (PubChem)
PRMT1 inh: PRMT1 methyltransferase inhibitors, primary screen, biochemical, fluorescence polarization | Protein arginine N-methyltransferase 1 (Homo sapiens), Q99873 | recombinant PRMT1, activity-based probe fluorescence polarization | inhibition, % at 2.79 µM | 370,000 compounds, 1.3% hits | AID 652257, 2013;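 active = inhibition above about 21% made by adding two undisclosed values, limit read from the data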
mABHD4 FP: ABHD4 inhibitors, primary screen, biochemical, fluorescence polarization, mouse; (Lyso)-N-acylphosphatidylethanolamine lipase (Mus musculus), Q8VD66; purified mABHD4, FP-Rh probe fluorescence polarization; inhibition, % at 8.92 µM; 370,000 compounds, 0.54% hits; AID 720543, 2013;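 active = inhibition exceeding the mean over every tested compound plus 3 SD, cut at about 30% in these data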;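 also: 0% = plate median of compound wells and 100% = S159A mutant with DMSO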
Target sequence (Q8VD66 whole entry, looked up): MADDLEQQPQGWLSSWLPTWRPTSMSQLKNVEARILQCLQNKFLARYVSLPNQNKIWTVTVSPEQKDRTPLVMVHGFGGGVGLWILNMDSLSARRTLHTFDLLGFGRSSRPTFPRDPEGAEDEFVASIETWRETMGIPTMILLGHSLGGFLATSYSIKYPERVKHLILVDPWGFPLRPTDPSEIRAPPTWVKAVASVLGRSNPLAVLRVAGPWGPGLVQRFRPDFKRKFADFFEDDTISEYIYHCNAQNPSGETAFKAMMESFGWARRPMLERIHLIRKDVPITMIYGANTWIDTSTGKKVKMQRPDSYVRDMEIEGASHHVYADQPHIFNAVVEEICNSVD
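Assay system: mABHD4 protein; medium: HEPES pH 7.0, NaCl, Pluronic buffer; dosing: 8.92 µM, single dose; schedule: 45 min + 60 min at 25 °C; signal: FP readout, ex 525 nm / em 598 nm; read-out: normalized percent inhibition of probe labeling; repeats: single replicate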
Rev-erbA mod: modulators of Rev-erb alpha DNA binding, primary screen, biochemical, FITC-DNA, fluorescence polarization, uHTS; activity, % at 10 µM; Nuclear receptor subfamily 1 group D member 1 (Homo sapiens), P20393; Rev-erbα–FITC-DNA binding, 90 min; 370,000 compounds, 0.79% hits;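 active = activity above about 14%, limit read from the data; passing the limit was not always enough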;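 also: 0% = DMSO wells with 35 nM protein and 100% = DMSO wells with 750 nM protein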
rCAG RNA binder: binders of r(CAG) RNA repeats, primary screen, biochemical, fluorescence | AID 651821, 2012 | 370,000 compounds, 1.3% hits | r(CAG) RNA repeat, TO-PRO-1 dye displacement fluorescence | inhibition, % at 3 µM;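 active = inhibition above the plate cutoff, the mean of all test compounds on that plate plus 3 SD, cut at about 35% in these data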;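 also: 0% = DMSO alone and 100% = 100 µM mitoxantrone as full dye displacement; higher means more dye released from RNA so lower well fluorescence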
UHRF1 binding: UHRF1 methylated DNA binding inhibitors, primary screen, counter-screen for MBD2 inhibitor project, biochemical, TR-FRET, human UHRF1, single concentration; E3 ubiquitin-protein ligase UHRF1 (Homo sapiens), Q96T88; UHRF1 binding to methylated oligo; inhibition, % at 4.4 µM; 370,000 compounds, 0.75% hits; in the data active = inhibition above about 21%;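 also: UHRF1 SRA domain binding a hemimethylated CpG hairpin DNA probe; 0% = median of test compound wells and 100% = reference inhibitor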
Target sequence (Q96T88 whole entry, looked up, the tested form may be a part): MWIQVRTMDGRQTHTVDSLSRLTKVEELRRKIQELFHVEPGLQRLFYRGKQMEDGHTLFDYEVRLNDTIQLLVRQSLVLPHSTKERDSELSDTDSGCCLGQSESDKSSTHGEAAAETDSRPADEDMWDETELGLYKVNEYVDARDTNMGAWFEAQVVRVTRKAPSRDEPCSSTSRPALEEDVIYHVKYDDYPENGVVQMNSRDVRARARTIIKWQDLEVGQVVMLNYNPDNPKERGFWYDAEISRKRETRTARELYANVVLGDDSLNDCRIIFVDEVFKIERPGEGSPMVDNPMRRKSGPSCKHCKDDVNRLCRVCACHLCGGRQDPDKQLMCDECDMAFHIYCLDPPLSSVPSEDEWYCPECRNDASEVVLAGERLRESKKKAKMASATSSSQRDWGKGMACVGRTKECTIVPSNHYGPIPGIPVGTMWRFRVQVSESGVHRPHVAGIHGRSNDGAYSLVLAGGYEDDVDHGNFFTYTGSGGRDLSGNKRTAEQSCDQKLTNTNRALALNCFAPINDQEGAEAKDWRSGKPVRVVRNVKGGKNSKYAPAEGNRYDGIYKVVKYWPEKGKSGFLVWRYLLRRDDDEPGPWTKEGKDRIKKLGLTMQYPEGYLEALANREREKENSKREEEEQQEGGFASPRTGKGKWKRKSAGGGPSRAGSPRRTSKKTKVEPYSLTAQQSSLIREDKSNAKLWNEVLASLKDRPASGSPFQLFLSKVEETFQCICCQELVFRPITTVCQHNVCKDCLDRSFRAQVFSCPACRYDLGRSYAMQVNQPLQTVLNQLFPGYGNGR
TCR-CD3 inh: inhibitors of human TCR-CD3 interaction, primary screen, biochemical, fluorescence, TAMRA-labeled TCR probe; T-cell receptor (TCR); inhibition, % at 9.4 µM; 360,000 compounds, 0.37% hits; in the data active = inhibition above about 19%;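 also: recombinant mutant TCR 2C K166C tagged with TAMRA read by polarization; 0% = receptor in buffer alone and 100% = receptor with positive control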
LEDGF integ inh: blockers of LEDGF/p75-dependent integrase strand transfer – biochemical, TR-FRET, high throughput, primary screen | TR-FRET IN-LEDGF/p75 DNA integration, Eu/Cy5 | inhibition, % at 3.7 µM | 370,000 compounds, 0.64% hits;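 active = inhibition above the screen-wide mean plus 3 SD, cut at about 13% in these data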;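 also: signal is the Cy5 over europium emission ratio at 671 and 618 nm; 0% = plate median of compound wells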
PG9 binder: binders of HIV-1 gp120 antibody PG9, primary screen, biochemical, TR-FRET; TR-FRET gp120-PG9 antibody binding; HIV-1 gp120 / PG9 antibody interaction; 360,000 compounds, 0.43% hits; inhibition, % at 6.7 µM; in the data active = inhibition above about 8.5%
MBD2 DNA inh: inhibitors of MBD2 binding to methylated DNA, primary screen, biochemical, TR-FRET, DNA-binding domain, human; 370,000 compounds, 0.31% hits; MBD2 binding to methylated oligonucleotide; inhibition, % at 4.4 µM; AID 686964, 2013; in the data active = inhibition above about 13%
HTRA1 inhibitor: HTRA1 serine protease inhibitors, primary screen, biochemical, fluorescence polarization, HTS. AID 504803, 2011. 340,000 compounds, 0.5% hits. inhibition, % at 5.96 µM. recombinant HTRA1, FP-rhodamine activity-based probe. Q92743; in the data active = inhibition above about 36%;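 also: 0% = enzyme with DMSO and 100% = wells lacking enzyme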
* hit, by the source's call; . = not tested or not shown; & = joins results of further samples.

Order of results: Rev-erbA mod	PRMT1 inh	mABHD4 FP	PG9 binder	HTRA1 inhibitor	TCR-CD3 inh	LEDGF integ inh	UHRF1 binding	MBD2 DNA inh	rCAG RNA binder
- O=C(c1ccc(C(F)(F)F)cc1)C1CCCN(Cc2ccncc2)C1 (stereo not drawn)
 : 5	-7	4	-2.4	-1	0	1	0	1	-6
- c1ccc2c(CCNCc3ccc4c(c3)OCO4)c[nH]c2c1
 : 1	-4	5	-2.2	-2	2	0	-1	-2	-1
- Cc1cccc(N2CCC3(CC2)C(=O)NC(=O)NC3=O)c1
 : -3	4	2	1.0	8	2	0	9	-1	1
- CC(C)N1CCN(c2ccc(O)cc2)CC1
 : -5	16	5	-3.8	-2	2	4	1	1	2
- CSc1ccc(C(=O)C2CCCN(CCCn3cccn3)C2)cc1 (stereo not drawn)
 : -2	-1	7	-3.3	-6	8	0	-4	-2	-6
- COc1cc2c(cc1OC)[C@H]1C(=O)c3ccc4c(c3O[C@H]1CO2)C[C@@H](C(C)(C)O)O4
 : -1	-1	9	1.0	-4	6	-3	-3	-7	1
- COc1ccccc1N1C(=O)NC(=O)C2(Cc3cc(C)ccc3N(C)C2)C1=O (stereo not drawn)
 : 0	-2	4	-0.5	-4	17	-1	-2	0	17
- COc1cc2c(cc1OC)C(C1c3cc4c(cc3CCN1C)OCO4)OC2=O (stereo not drawn)
 : 0	-1	-1	-2.1	3	3	-1	-2	0	-5
- CC(Oc1ccc(-c2ccccc2)cc1)C(=O)O (stereo not drawn)
 : 4	-1	-5	-0.4	-7	-1	-1	-1	2	0
- CC(C)C/C(=N/O)c1cn(C)c2ccccc12
 : -6	-2	-3	-2.5	4	10	-1	1	0	-2
- O=C(c1ccco1)c1cn(Cc2ccc(Cl)cc2)c2ccccc12
 : 3	0	-40	-1.3	-55	-5	0	0	2	10
- CN1C(=O)C(C2(C#N)CCCCC2)C(=O)N(C)C1=O
 : -1	-2	1	-0.4	0	3	2	-5	-3	1
- CCOc1ccc(NC(=O)N2C[C@H]3C[C@@H](C2)c2cccc(=O)n2C3)cc1
 : 3	-4	0	-1.3	-2	10	1	1	0	1
- CCOc1ccc(N=Cc2c(O)n(Cc3ccccc3)c(=S)[nH]c2=O)cc1
 : 41*	1	-2	1.5	-2	1	4	0	-3	8
- CCOC(=O)[C@]12Cc3cc(OC)ccc3[C@H]1N(C1CCCCC1)C(=O)c1cc(OC)ccc12
 : 4	-1	-1	0.2	.	7	-1	-1	1	0
- COc1ccc(CN2CCN(c3ccccc3F)CC2)c(OC)c1
 : -2	3	-1	-0.8	.	-3	6	4	0	-4
- CCOC(=O)[C@]12Cc3ccccc3[C@H]1N(Cc1ccccc1)C(=O)c1cc(OC)ccc12
 : 1	3	-5	0.3	.	0	-3	2	3	4
- O=P(N1CCCCCC1)(N1CCCCCC1)N1CC1
 : 5	-5	2	-0.4	4	6	-3	0	1	2
- O=C(OCc1ccccc1)N1CCC2CC1c1cc(N3Cc4ccccc4-n4nncc4C3)ccc12 (stereo not drawn)
 : 3	-1	-2	0.2	-26	7	26*	6	4	11
- O=C1NC(=O)N(c2ccc(F)cc2)C(=O)/C1=C/c1ccc(N2CCOCC2)cc1
 : 0	2	11	-0.4	0	-24	-4	0	-1	2
- CC(=NCc1ccco1)c1c(O)n(-c2ccccc2C)c(=O)[nH]c1=O
 : -4	-2	2	-1.8	3	3	0	0	4	-4
- Cc1[nH]c2ccccc2c1C1=CCNCC1
 : 3	2	2	-1.1	3	-15	11	8	10	4
- O=C(COC(=O)c1ccccc1)Nc1ccc(Cl)cc1C(=O)c1ccccc1
 : -2	5	0	-0.1	6	-5	-2	5	2	-1
- CN1C(=O)N(C)C(=O)C2(Cc3c(nc4ccccn4c3=O)N3CCc4ccccc4C32)C1=O (stereo not drawn)
 : 3	-2	3	0.6	-2	2	3	-3	-4	-3
- COc1cc(OC)c2c(c1)OCC1CON(C)C21 (stereo not drawn)
 : -3	-2	-1	1.0	0	2	5	0	1	-1
- COc1ccc(NC2=NCC(C)S2)cc1 (stereo not drawn)
 : 3	0	3	-0.3	3	3	-1	-1	2	1
- CCCCc1ccc(C(=O)O)nc1
 : -2	0	3	-0.5	7	-6	0	2	1	2
- COc1cc2c(cc1OC)-c1c(OC)c(OC)cc3c1[C@H](C2)N(C)CC3
 : 1	0	17	-9.5	15	-3	26*	41*	20*	-3
- Cc1ccsc1C(=O)C1CCCN(Cc2cccc(-n3cccn3)c2)C1 (stereo not drawn)
 : 2	3	0	0.5	-11	-6	-2	0	4	-11
- CN1CCN(c2ccc([N+](=O)[O-])c(Sc3ccccn3)c2)CC1
 : 1	-1	-1	0.2	11	-5	0	-6	-4	-7
- Cn1c(O)c(C=NCCCN2CCCC2=O)c(=O)n(C)c1=O
 : 0	-4	0	0.6	5	6	1	-5	-4	-1
- CCOC(=O)c1cc2ccccc2n1C1CCN(Cc2ccccc2)CC1
 : -2	-6	10	-0.3	.	4	6	-2	4	2
- CCOC(=O)C1CCN(/C=C2/C(=O)NC(=O)N(Cc3ccco3)C2=O)CC1
 : 0	9	1	0.6	-5	3	14*	10	-1	4
- CN(CCCCC(=O)/C=N/O)Cc1ccccc1 (tested in a mixture with another compound)
 : -2	0	-1	1.2	-6	0	0	2	-5	2
- CSc1ncc(CN2CCCC(C(=O)c3cccc(Cl)c3)C2)cn1 (stereo not drawn)
 : -5	-3	-2	-1.0	0	3	4	7	-1	-6
- Cc1cc(/C=C2\C(=O)NC(=O)N(C)C2=O)c(C)n1-c1ccc2c(c1)OCO2
 : -4	1	5	1.1	5	-1	-2	-5	-4	1
- O=C(Cn1cnc2sc3c(c2c1=O)CCCC3)NCCCC(=O)N1CCC2(CC1)OCCO2
 : -4	-4	1	1.4	-6	-3	-3	0	0	-8
- Cc1nn(CC(C)C)c(Cl)c1C(=O)NC1CCC(C)CC1 (stereo not drawn)
 : -5	2	3	-0.4	2	3	1	0	0	-5
- Cn1c(C(=O)N2CCC(C(=O)N3CCC4(CC3)OCCO4)CC2)cc2sccc21
 : -8	2	8	-1.0	1	1	-3	7	3	-5
- COc1ccc(NC2(C#N)CCCCC2)cc1
 : 2	0	3	-2.7	5	4	1	2	4	-1
- O=C1c2ccccc2-c2cccc3cccc1c23
 : -6	4	4	-1.5	-12	7	3	12	6	9
- COc1cccc(C(c2nnnn2Cc2ccccc2)N2CCC3(CC2)C(=O)NCN3c2ccccc2)c1OC (stereo not drawn)
 : -5	1	1	0.1	.	6	1	-2	-2	6
- Cc1ccccc1-n1c(/C=C/c2ccccn2)nc2ccccc2c1=O
 : 7	-3	-4	-2.8	-6	-6	6	4	-2	-7
- CCCCn1c(O)c(C(C)=Nc2cccc(C(=O)O)c2)c(=O)[nH]c1=O
 : -5	11	2	2.7	4	2	-3	-2	-2	5
- COc1ccc(/C=C2/C(=O)NC(=S)N(C3CC3)C2=O)cc1CN1C(=O)c2ccccc2C1=O
 : -9	9	24	-1.8	-12	1	2	-1	-4	11
- COc1ccc(CCn2c(O)c(C=NCc3cccnc3)c(=O)[nH]c2=O)cc1OC
 : 5	-2	-2	0.6	2	2	-1	-1	4	-9
- COC(=O)C1=C(c2ccc(OCc3ccccc3)cc2)C[C@@H]2CC[C@H]1N2C(=O)NCc1cccc(F)c1
 : 0	4	16	-2.0	-30	-3	-7	1	-2	8
- O=P(Nc1ccccc1)(Oc1ccccc1)Oc1ccccc1
 : -1	82*	-6	-5.1	-15	5	3	-3	1	-7
- COC(=O)CC(NC(=S)N1CC2C[C@@H](C1)Cn1c2cccc1=O)C(=O)OC (stereo partly drawn)
 : -1	0	-7	0.3	-8	7	1	-1	0	-3
- CCCCn1c(O)c(/C=C/C=Nc2ccccc2)c(=O)[nH]c1=O
 : 0	-10	9	-5.4	5	-5	-3	-2	-8	-5
- CC1(C)CC(=O)C(C2(O)C(=O)NC(=O)NC2=O)=C(O)C1
 : -1	1	5	-2.9	-5	0	-1	-8	-5	1
- CCCCCCCCCCCCCCCC[N+](C)(C)C
 : 0&7	-1	32*	0.1	54*	6	3	-4	1	7
- COc1ccc(C(=O)CC2(CC(=O)c3ccc(OC)cc3)C(=O)N(C)C(=O)N(C)C2=O)cc1
 : -1	-2	7	-0.4	4	4	0	0	3	-2
- CCOC(=O)c1c(N)n(CCN2CCCCC2)c2nc3ccccc3nc12
 : 2	-3	-6	0.9	-1	1	-2	-5	-3	-3
- O=C(Nc1cccc2ccccc12)N1Cc2ccccc2-n2nncc2C1
 : 6	0	7	-0.8	0	4	2	-4	-8	2
- O=C(O)[C@@H]1C[C@H]1[C@@H](NP(=O)(c1ccccc1)c1ccccc1)c1ccccc1
 : -1	3	-7	0.8	3	-3	2	2	1	4
- O=C(Nc1cc(Cl)cc(Cl)c1)N1Cc2ccccc2-n2nncc2C1
 : -6	3	1	-1.9	-36	-1	-1	10	-4	3
- COC(=O)C1=C(c2cccc(C#N)c2)C[C@@H]2CC[C@H]1N2C(=O)NCc1ccc(F)cc1
 : -2	-1	0	0.0	-7	0	-1	-4	0	-6
- Fc1ccc(C2=CCN(C(c3ccc(Cl)cc3)c3nnnn3Cc3ccccc3)CC2)cc1 (stereo not drawn)
 : -1	2	-1	0.2	-37	-12	-3	2	3	2
- O=C1OC(c2ccc(Cl)cc2)=N/C1=C\N1CC2CC(C1)c1cccc(=O)n1C2 (stereo not drawn)
 : 0	-4	-3	-3.5	4	5	0	0	-3	9

2 compounds picked at random from those above:
Order of results: Rev-erbA mod	PRMT1 inh	mABHD4 FP	PG9 binder	HTRA1 inhibitor	TCR-CD3 inh	LEDGF integ inh	UHRF1 binding	MBD2 DNA inh	rCAG RNA binder
- O=C(Nc1cccc2ccccc12)N1Cc2ccccc2-n2nncc2C1
 : 6	0	7	-0.8	0	4	2	-4	-8	2
- COc1cccc(C(c2nnnn2Cc2ccccc2)N2CCC3(CC2)C(=O)NCN3c2ccccc2)c1OC (stereo not drawn)
 : -5	1	1	0.1	.	6	1	-2	-2	6

Next section:
Order of results: Rev-erbA mod	PRMT1 inh	mABHD4 FP	PG9 binder	HTRA1 inhibitor	TCR-CD3 inh	LEDGF integ inh	UHRF1 binding	MBD2 DNA inh	rCAG RNA binder
- CC[C@H]1CN(C)CCc2c([nH]c3ccccc23)C(=O)C[C@@H]1/C(=C\OC)C(=O)OC
 : 2	-2	3	1.5	2	15	-1	-2	2	0
- O=C(Cc1ccccc1)N1CCN(Cc2ccc(Cl)cc2)CC1
 : -1	-4	3	-1.8	-4	2	0	-3	-6	-8
- O=C(O)c1nn(Cc2ccc(Cl)cc2Cl)c2ccccc12
 : 1&-1	2	-2	-1.3	-3	7	-3	3	5	12
- O=c1[nH]c(=O)n(-c2ccc(F)cc2)c(O)c1C=Nc1ccccc1N1CCCC1
 : 6	0	4	-0.6	4	-2	-2	0	0	0
- COc1ccccc1N1CCN(Cc2ccc3c(c2)OCO3)CC1
 : 1	2	12	2.2	6	-7	-3	0	-6	-10

Some of the compounds tested, so the mix of outcomes need not match the whole.
